TAG inh = inhibitors of triacylglycerol accumulation, primary screen, cell-based, uHTS, fluorescence, H9c2; H9c2 cells, Nile Red lipid (TAG) fluorescence; cells loaded with 200 µM oleic acid; inhibition, % at 12.5 µM; hit rate 0.66% among 230,000; AID 651582, 2012;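 active means pattern-corrected inhibition of lipid staining of at least 50% with the nuclear-stain viability signal not falling by more than 50%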;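 further: 0% = DMSO wells and 100% = triacsin C control wells; some results filed as inactive read as strong as hits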
TAG inh DAPI viability = also measured in TAG inh; calls as there; DAPI nuclei signal change (viability), lower = more cytotoxic, %;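 whole-well DAPI fluorescence read on a plate reader as a viability signal; minus 50 percent equals half of cells still viable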
Active calls of the source: *.

canonical_smiles	TAG inh DAPI viability	TAG inh
CC(NC(=O)COC(=O)c1ccccc1O)c1ccccc1 (stereo not given)	-4	-11
O=C1CCC[C@@H]2[C@@H](Cc3ccccc3)[C@H](N3CCN(c4ccccc4)CC3)C[C@@H]3CCN1[C@@H]32	3	-5
CC(=O)OCC1=C(C(=O)O)N2C(=O)C(NC(=O)c3ccc(COc4c(C)cccc4Cl)o3)C2SC1 (stereo not given)	0	-3
CCC(=O)Nc1ccc2oc(-c3ccccc3Br)nc2c1	-5	33
Cc1cc([N+](=O)[O-])c2ccccc2c1NS(=O)(=O)c1ccccc1	0	12
Cc1cccc(C(=O)OCC(=O)NN2C(=O)NC3(CCCCC3)C2=O)c1	2	20
CNC(=O)C1Cc2c(-c3cccc(F)c3)ccnc2O1 (stereo not given)	-4	6
COc1ccc(CNC(=O)C/C(C)=N/NC(=O)c2cnccn2)cc1	-9	7

Two neighbouring entries from above:
canonical_smiles	TAG inh DAPI viability	TAG inh
CNC(=O)C1Cc2c(-c3cccc(F)c3)ccnc2O1 (stereo not given)	-4	6
COc1ccc(CNC(=O)C/C(C)=N/NC(=O)c2cnccn2)cc1	-9	7

Remaining list, next part.
canonical_smiles	TAG inh DAPI viability	TAG inh
O=C(NCC(c1ccco1)N1CCCCC1)c1cccs1 (stereo not given)	-4	4
O=C(CSc1cccc[n+]1[O-])c1ccccc1Br	-13	21
c1ccc(Cn2c(NCc3ccccn3)nc3ccccc32)cc1	2	-23
O=C(NCc1ccc(N2CCCC2=O)cc1)c1cnccn1	11	6
O=C(COC(=O)CCC(=O)c1ccc(Cl)cc1)NCCc1ccccc1	-5	-4
CC(C)[C@H]1CN=C2N(CCNC(=O)CCC3CCCCC3)[C@H](Cc3ccc(O)cc3)CN21	-12	21
COc1ccc(C(=O)CSc2nnc(COc3ccc(C#N)cc3)n2-c2ccccc2)cc1	-5	4
CC1CCC2(CC1)NC(=O)N(NC(=O)c1cc3ccccc3o1)C2=O (stereo not given)	3	8

Taken from above:
In TAG inh, `O=C(NCc1ccc(N2CCCC2=O)cc1)c1cnccn1` is entered as 6
In TAG inh, `c1ccc(Cn2c(NCc3ccccn3)nc3ccccc32)cc1` is entered as -23
In TAG inh, `O=C(NCC(c1ccco1)N1CCCCC1)c1cccs1` (stereo not given) is entered as 4
In TAG inh DAPI viability, `CC1CCC2(CC1)NC(=O)N(NC(=O)c1cc3ccccc3o1)C2=O` (stereo not given) is entered as 3
In TAG inh DAPI viability, `CC(C)[C@H]1CN=C2N(CCNC(=O)CCC3CCCCC3)[C@H](Cc3ccc(O)cc3)CN21` is entered as -12
In TAG inh, `O=C(CSc1cccc[n+]1[O-])c1ccccc1Br` is entered as 21
In TAG inh DAPI viability, `O=C(COC(=O)CCC(=O)c1ccc(Cl)cc1)NCCc1ccccc1` is entered as -5

Additional records
canonical_smiles	TAG inh DAPI viability	TAG inh
Cc1ccccc1OCC(=O)Nc1ccc2oc(=O)ccc2c1	14	-10
O=C(Cc1cccs1)Nc1ccccc1NC(=O)Cc1cccs1	-7	3
Cc1ccccc1OCCc1c(C)[nH]c(=S)[nH]c1=O	-28	39
O=C(NCc1ccc2c(c1)OCO2)Nc1cccc2ccccc12	2	-6
COc1ccc(/C=N/Nc2cc(C)nc(N3CCOCC3)n2)cc1	0	6
Cc1nc2ccc(S(=O)(=O)Nc3cc(-c4nc5cccnc5s4)ccc3C)cc2s1	2	-7
CCc1nc2c(OCC(=O)N(C)C)cccn2c1N(C=O)Cc1ccc(OC)cc1	-1	6
CCN(CC)C(=O)CSc1nc(-c2cccs2)cc(-c2cccs2)c1C#N	13	-4

Remaining list, next part:
canonical_smiles	TAG inh DAPI viability	TAG inh
Cc1cc(C(=O)NN=C2CC(=O)CC(C)(C)C2)c(C)o1	8	4
CCN(CC1CCCO1)C(=O)CCc1nnc(Cc2ccc3c(c2)OCO3)o1 (stereo not given)	3	-2
Cc1ccccc1/C=N/Nc1ncnc2nc[nH]c12	3	3
CC(=O)SC(C)CC(=O)Nc1ccccc1 (stereo not given)	6	2
O=C(CSc1nc(C(F)(F)F)cc(=O)[nH]1)N1CCC(Cc2ccccc2)CC1	-4	-7
CC(C)C1(C2CCCC2)NC(=O)NC1=O (stereo not given)	-7	4
CCOC(=O)c1c(-c2ccc(-c3ccccc3)cc2)csc1NC(=O)C1C2CCC(O2)C1C(=O)O (stereo not given)	26	-28
Cc1ccc(N2CC(C(=O)NC3CCCCCC3)CC2=O)cc1 (stereo not given)	6	1

Filtered by structure, the compounds so far with an aryl thioether with sulfur outside any ring
canonical_smiles	TAG inh DAPI viability	TAG inh
O=C(CSc1cccc[n+]1[O-])c1ccccc1Br	-13	21
COc1ccc(C(=O)CSc2nnc(COc3ccc(C#N)cc3)n2-c2ccccc2)cc1	-5	4
CCN(CC)C(=O)CSc1nc(-c2cccs2)cc(-c2cccs2)c1C#N	13	-4
O=C(CSc1nc(C(F)(F)F)cc(=O)[nH]1)N1CCC(Cc2ccccc2)CC1	-4	-7

(listing goes on)
canonical_smiles	TAG inh DAPI viability	TAG inh
COc1ccc(NC(=O)CCN2CCN(S(=O)(=O)c3cc(Cl)ccc3OC)CC2)cc1	-11	-8
COC(=O)Cc1cc(OC)c(OC)cc1S(=O)(=O)N(C)C	-11	0
COc1ccc(-c2noc(-c3ccc(C)cc3)n2)cc1	-2	-9
CC[C@]12c3[nH]c4ccccc4c3CCN1C(=O)C(CC(=O)NCCN1CCOCC1)C[C@@H]2C(=O)N1CCN(C(=O)C2CC2)CC1 (stereo not given in full)	-1	-2
O=C(COC(=O)CC12CC3CC(CC(C3)C1)C2)Nc1cccnc1Cl	-6	-7
Clc1ccc(C2=C3CCCCn4c(-c5ccccc5)c[n+](c43)C2)cc1	5	-22
COc1ccc(OC)c(S(=O)(=O)NC(C)CCc2ccccc2)c1 (stereo not given)	-6	2
CCCCC(=O)Nc1ccccc1N1CCN(c2ccccc2)CC1	-1	19

Additional structures:
canonical_smiles	TAG inh DAPI viability	TAG inh
O=C(NC1CCCC1)c1cccc(Cl)c1	0	2
Nc1nc2n(n1)C(c1cccc(Br)c1)CC(c1ccc(F)cc1)N2 (stereo not given)	-3	12
C=C(C)CNC(=S)N/N=C/c1ccc([N+](=O)[O-])cc1	9	-11
COc1ccccc1S(=O)(=O)Cc1ccc(C(=O)NCC2CCCO2)o1 (stereo not given)	5	-7
CO/N=C/c1ccc(N2CCN(C(=O)c3ccc(F)cc3)CC2)c([N+](=O)[O-])c1	12	-8
COc1ccc2c(c1)C(=C(C#N)C#N)C(=O)N2CCc1ccccc1	4	-5
C=CCn1c(-c2ccc3ncccc3c2)n[nH]c1=S	-1	6
COc1ccc(C(=O)NCCc2ccc(F)cc2)cc1OC	5	-2

(listing goes on)
canonical_smiles	TAG inh DAPI viability	TAG inh
Cc1noc(C)c1C(=O)N1CC(C)OC(C)C1 (stereo not given)	-5	1
CNC(=O)NC(=O)C(C)OC(=O)CCCc1nc2ccccc2s1 (stereo not given)	-2	7
O=C(CSc1nc2ncccc2[nH]1)c1ccc2c(c1)OCO2	6	-1
COc1ccc(OC)c(N(CC(=O)NCCSc2ccccc2)S(C)(=O)=O)c1	-4	7
O=C(Nc1cccc(S(=O)(=O)Nc2ccc(Cl)cc2)c1)c1ccc2c(c1)OCCO2	10	-31
CC(C)(C)N1CSC(=S)N(Cc2ccccc2)C1	0	-9
O=[N+]([O-])c1ccc(Sc2ncc3ccccn23)nc1	-5	4
O=c1cc(O)c(-c2ccccc2Cl)c(Cl)[nH]1	-2	8

More results.
canonical_smiles	TAG inh DAPI viability	TAG inh
Cc1cc(C(=O)Nc2cccc3ccccc23)co1	-1	10
CN(C)c1ccc(-c2ccnc3c2CC(C)(C(=O)NCc2ccc(F)c(F)c2)O3)cc1 (stereo not given)	9	-27
CC(C)(C)CNC(=O)C1(C)CCN1C(=O)Cc1ccc(-c2ccccc2)cc1 (stereo not given)	-8	-6
CC(Cc1cccs1)NC(=O)CCCn1nnnc1CN1CCOCC1 (stereo not given)	0	10
Clc1ccc(-c2nc3ccc(Br)cn3c2Cc2ccccc2)cc1	-12	-5
CC(=O)Oc1ccc(C23c4ccccc4C2(OC(C)=O)c2cc(OC(C)=O)ccc23)cc1 (stereo not given)	7	-3
O=C(NC1CCCCC1)C(=S)N1CCCC1	-14	1
CC(C)(C)c1ccc(C2=NC(=O)C(CC(=O)O)S2)cc1 (stereo not given)	-13	18

Next section
canonical_smiles	TAG inh DAPI viability	TAG inh
O=C1NC(Cc2ccc(O)cc2)c2nc3cc(F)c(F)cc3c(=O)n2-c2ncccc21 (stereo not given)	6	5
O=C(NCCN1CCOCC1)c1cccc(Br)c1	2	-3
Cc1ccc(S(=O)(=O)N2CCOCC2)cc1NC(=O)COC(=O)c1cccc(Cl)c1Cl	3	-7
Cc1cc(C)c2c(n1)nn1c(C)c(CCC(=O)NCc3ccco3)c(C)nc21	5	10
CC1=C(C)CC(C(=O)NCCCN2CCCC2=O)C(C(=O)O)C1 (stereo not given)	8	-2
Cc1cc(C)nc(Nc2n[nH]c(COc3ccccc3)n2)n1	-6	9
COc1ccc(C2Nc3ccccc3C(=O)N2c2ccccc2)cc1CN1CCOCC1 (stereo not given)	33	-7
C=C(C)CSc1nc2ncccc2[nH]1	-13	-1

(continued)
canonical_smiles	TAG inh DAPI viability	TAG inh
COc1cc(C2c3cc4c(cc3OC(N3CCOCC3)C2C)OCO4)cc(OC)c1OC(C)=O (stereo not given)	-6	3
Cc1cccc2c1Sc1ccccc1CC2=O	3	-22
COc1ccc(C(=O)NC2CC2)cc1OC1CCN(Cc2cc(C)c(C)cc2C)CC1	-1	10
COc1ccc(C(C)(NC(C)=O)c2nc(-c3cncnc3)cs2)cc1 (stereo not given)	-14	8
CCOC(=O)c1ccc(NC(=O)CN2C(=O)C(=O)N(CC(C)C)C2=O)cc1	-5	-9
Cc1ncc(CN2CCC(CO)(CCOc3ccccc3)CC2)s1	1	4
CN1C(=O)[C@H]2[C@@H](c3ccc(C(F)(F)F)cc3)N[C@]3(CCCN(Cc4ccc(C(F)(F)F)cc4)C3=O)[C@H]2C1=O	1	18
OCC[C@@H]1C[C@@H](O)[C@H](O)[C@]2(CCCCO2)O1	1	4

(continued)
canonical_smiles	TAG inh DAPI viability	TAG inh
Cc1ccsc1CN(C)C(=O)C(NC(=O)c1cccc(S(=O)(=O)N2CCOCC2)c1)C(C)C (stereo not given)	-3	-2
Cc1ccc(O)c(CNc2ccc(S(=O)(=O)Nc3nccs3)cc2)c1	-2	0
CCN(CC(=O)Nc1ccc2c(c1)OCCO2)C(=O)C(C)Oc1ccc(F)cc1 (stereo not given)	2	-9
O=C(NCc1cccs1)c1cccc(N2CCCC2=O)c1	21	-18
O=C(NCC1CCCN(Cc2ccc3nonc3c2)C1)c1ccc(F)cc1 (stereo not given)	1	0
CC1CCCN(C(=O)Cn2nnc(-c3ccccc3F)n2)C1 (stereo not given)	-5	-1
CC(=O)Nc1ccc(NC(=O)COc2ccc(-c3ccc(C#N)cc3)cc2)cc1	11	-27
COc1cccc(CNC(=O)Cc2ccc(OC)c(S(=O)(=O)N3CCOCC3)c2)c1	-1	-29

(cont.)
canonical_smiles	TAG inh DAPI viability	TAG inh
CN1C(=O)/C(=C/c2coc3ccc(O)cc3c2=O)SC1=S	3	-5
Cc1cc(C)cc(N(CC(=O)NCC2CCCO2)C(=O)CCC(=O)Nc2cc(C)on2)c1 (stereo not given)	-10	9
O=C(Cn1cnc2ccccc2c1=O)Nc1ccccc1N1CCOCC1	-4	7
C[C@H](CO)N1C[C@H](C)[C@@H](CN(C)C(=O)Nc2ccccc2)Oc2ccc(NC(=O)Nc3ccccc3)cc2C1=O	-2	3
CC1C(=O)N2CCCc3cc(S(=O)(=O)N4CCCCC4)cc1c32 (stereo not given)	5	-38
CC(CCc1ccccc1)NC(=O)CCN1N=C(c2ccccc2)CCC1=O (stereo not given)	5	-15
COCCOC(=O)C(CC(=O)O)NCc1ccco1 (stereo not given)	-7	12
CC1(Oc2ccc(CC#N)cc2)CCN(Cc2ccc(-n3ccnc3)cc2)C1 (stereo not given)	4	-14

(continued)
canonical_smiles	TAG inh DAPI viability	TAG inh
COc1ccc(OC)c(CN2CCCC(C(=O)c3ccccc3SC)C2)c1 (stereo not given)	4	1
CSc1cccc(NS(=O)(=O)c2cccc3nsnc23)c1	-8	2
COc1cccc(CNC(=O)CC2C(=O)NCCN2Cc2ccoc2)c1OC (stereo not given)	-7	6
COc1ccc(-c2csc3ncnc(N4CCN(c5ccc(OC)cc5)CC4)c23)cc1	3	-18
COc1cc2sc(-c3ccc(S(C)(=O)=O)cc3)c(C(=O)NCCCCO)c2cc1OC	9	5
N#CCC(=O)N/N=C/c1ccc(OCC(=O)Nc2ccc(F)cc2)cc1	-8	11
Cc1ccc(C(=O)C[n+]2cc(Br)cc(Br)c2)cc1	5	0
COc1ccc(NC(=O)CNc2ccccc2N2CCCC2=O)cc1S(=O)(=O)N1CCOCC1	-3	3

The list continues:
canonical_smiles	TAG inh DAPI viability	TAG inh
Cn1c(=O)c2c(SCCN3CCOCC3)nc(C3CCCC3)nc2n(C)c1=O	-2	8
Cc1ccc(S(=O)(=O)N2CCOCC2)cc1C(=O)N1CCc2ccccc21	1	-13
Cc1cc(C)nc(NC(=S)Nc2ccccc2)n1	-18	19
CC(=O)NCCOc1nc(N2CCCCC2)nc(N2CCCCC2)n1	-1	-5
Cn1nc(C2CC2)cc1NC(=O)CC(CC(=O)O)c1ccccc1 (stereo not given)	3	4
CCC(Sc1nc2n[nH]c(C)c2c(=N)n1-c1cccc(Cl)c1)C(=O)NCCOC (stereo not given)	-3	-16
CCc1nc2ccc(C(=O)NCCCn3ccnc3)cn2c1N(C)Cc1ccc(Cl)cc1	-13	9
Cc1ccc(C2/C(=C(\O)c3c(C)nc4c(C)cccn34)C(=O)C(=O)N2CCN(C)C)o1 (stereo not given)	-6	3

Further results:
canonical_smiles	TAG inh DAPI viability	TAG inh
C=CCOC(=O)C(=O)/C=C/c1csc2ccccc12	-10	-3
Cc1cc(C(=O)CSC(C)c2nc3ccccc3c(=O)[nH]2)c(C)n1C (stereo not given)	-4	-4
CC1=CC2=NC(=O)C(c3ccccc3)C(=O)N2C=C1 (stereo not given)	0	-11
CC(C)c1ccc(O)c(NC(=S)NC(=O)c2ccc3c(c2)OCO3)c1	-7	-11

High-throughput results (PubChem BioAssay)

Only part of the results is shown; count on the stated rates, not on these rows.
